Bioassay records (PubChem BioAssay)
HP1b binding inh – inhibitors of HP1-beta chromodomain binding to methylated histone tails. actives 0.56% (n = 390,000). Potency, µM (highest dose often 114 µM), inactives show at the top dose activity change, negative = inhibition, most hits filed as inhibitors. AlphaScreen HP1-beta / biotin-H3K9me3 peptide binding. P83916; further: potency means the concentration at half of the fitted maximal effect; nearly all actives have a fitted effect of over 70% in size; inactives centre near 23
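Compound inhibition of the preformed complex between 50 nM HP1-beta and 50 nM biotinylated H3K9me3 peptide was read by AlphaScreen. Buffer was PBS pH 7.4 with 0.01% Tween-20. Incubations ran 30 min at room temperature, with 10 ug/mL donor/acceptor beads.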
JMJD2A Tudor – inhibitors of human JMJD2A Tudor domain; O75164; AlphaScreen JMJD2A-Tudor / H3K4me3 peptide binding; Potency, µM (titrated, usually from 114 µM), inactives show at the top dose activity change, negative = inhibition, usual class: inhibitors; actives 4.4% (n = 390,000); AID 504339; further: potency means the concentration at half of the fitted maximal effect; on the % scale 0 is the no-effect control and ±100 the full control effect; nearly all actives have a fitted effect of over 50% in size
ALOX12 inh – ALOX12 (human) lipoxygenase inhibition; AID 1671190; Potency, µM (highest dose often 108 µM), without a hit: top-dose activity change, negative = inhibition, actives largely listed as inhibitors; actives 1.1% (n = 580,000); purified 12hLO, xylenol orange hydroperoxide absorbance; further: potency means the concentration at half of the fitted maximal effect; on the % scale 0 is the no-effect control and ±100 the full control effect
Target sequence (P18054 whole entry, looked up): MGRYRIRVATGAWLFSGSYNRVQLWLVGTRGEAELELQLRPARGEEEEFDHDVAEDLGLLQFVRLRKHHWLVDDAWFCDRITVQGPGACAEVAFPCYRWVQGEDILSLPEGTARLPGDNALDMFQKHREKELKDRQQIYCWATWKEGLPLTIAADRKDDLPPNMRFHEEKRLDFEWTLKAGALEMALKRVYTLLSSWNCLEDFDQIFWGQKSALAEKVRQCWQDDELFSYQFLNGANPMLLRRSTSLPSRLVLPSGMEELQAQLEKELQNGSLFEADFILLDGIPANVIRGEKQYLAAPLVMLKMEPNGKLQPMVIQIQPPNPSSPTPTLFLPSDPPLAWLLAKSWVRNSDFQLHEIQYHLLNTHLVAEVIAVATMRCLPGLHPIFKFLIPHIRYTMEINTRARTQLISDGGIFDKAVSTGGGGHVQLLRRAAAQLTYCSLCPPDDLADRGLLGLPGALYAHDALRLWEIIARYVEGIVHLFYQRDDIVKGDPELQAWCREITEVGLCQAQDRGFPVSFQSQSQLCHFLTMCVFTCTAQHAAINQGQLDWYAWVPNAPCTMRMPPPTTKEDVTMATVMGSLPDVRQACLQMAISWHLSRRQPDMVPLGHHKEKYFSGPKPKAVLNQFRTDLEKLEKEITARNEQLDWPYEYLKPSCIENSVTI
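Purified human 12hLO (150 nM final) in 25 mM Hepes, 0.01% Triton X-100, pH 7.0 was preincubated 15 min at room temperature with compound. Then 40 uM arachidonic acid was added, 30 min. Hydroperoxide was read by Fe-XO absorbance ratio 573/405 nm.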
ERG Ets-DNA blk – inhibitors of human ERG Ets domain-DNA interaction | P11308 | fluorescence polarization, His-ERG Ets domain / labelled DNA | Potency, µM (titrated, usually from 76.9 µM), inactives show at the top dose FP activity, negative = inhibition, hits mostly inhibitors | actives 0.028% (n = 370,000); active means well fitted inhibition curve with a large enough effect in the polarisation, with a control signal flat; inconclusive means small, poorly fitted or top-dose-only effect, or effect the other way, or a change in a side signal; inactive means no such curve, though single readings can be large or run the other way; the % refers to the polarisation;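 further: polarization taken with two DNA probes labelled with fluorescein and Texas red; potency means the concentration at half of the fitted maximal effect; % of control where 0% means no effect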
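His-tagged ERG Ets domain (1 uM in the protein solution; 300mM KCl, 50mM Tris-HCl, 1mM EDTA, 1mM DTT, pH 7.5) received compound, then a probe mix of 5 nM fluorescein-DNA and 100nM Texas-615-DNA. Fluorescence polarization was read for both dyes.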
RGS4 inh – inhibitors of human regulator of G protein signaling 4; AID 504845; P49798; actives 0.039% (n = 390,000); Transcreener GDP fluorescence polarization, RGS4-accelerated GTP hydrolysis; Potency, µM (doses to about 114 µM), without a hit: at the top dose activity change, negative = inhibition, most hits filed as inhibitors; further: potency means the concentration at half of the fitted maximal effect; on the % scale 0 is the no-effect control and ±100 the full control effect; nearly all actives have a fitted effect of over 75% in size; some results filed as inactive show a strong effect at the top dose
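MLSMR compounds (23 nl, pin-transferred) preincubated 10 min at room temperature with a 500nM (2x) first reagent, then RGS4 at 900nM (2x) plus Transcreener GDP mix added; fluorescence polarization (620/688 nm) read before and after 90 min at 30 °C.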
PI4K2A inh – blocks human PI4K2A kinase activity | Q9BTU6 | purified PI4K2A, ADP-Glo luminescence, 1 h; stronger effect = lower value | activity change, negative = inhibition, % at 76.9 µM | actives 0.13% (n = 420,000) | AID 1346378; in the data active means activity change below about -50%; inconclusive means mostly about -30% to -49%;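 further: -100% = wells without enzyme as full effect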
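PI4K2A activity was measured by ADP-Glo luminescence: enzyme (4 ug/mL stock) and phosphatidylinositol (1.2 mM stock) in Tris pH 7.5/MgCl2/EGTA/Triton X-100 buffer were reacted with ATP (300 microM stock) for one hour at ambient temperature.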
G9a inh – blocks human histone lysine methyltransferase G9a. Q96KQ7. AID 504332. Potency, µM (series often up to 102 µM), without a hit: at the highest dose activity, negative = inhibition, most hits filed as inhibitors. actives 8.8% (n = 350,000). G9a H3K9 monomethylation, AlphaScreen, 2 h; further: potency means the concentration at half of the fitted maximal effect; on the % scale 0 is the no-effect control and ±100 the full control effect; nearly all actives have a fitted effect of over 75% in size
Target sequence (Q96KQ7 913-1193 limits assumed): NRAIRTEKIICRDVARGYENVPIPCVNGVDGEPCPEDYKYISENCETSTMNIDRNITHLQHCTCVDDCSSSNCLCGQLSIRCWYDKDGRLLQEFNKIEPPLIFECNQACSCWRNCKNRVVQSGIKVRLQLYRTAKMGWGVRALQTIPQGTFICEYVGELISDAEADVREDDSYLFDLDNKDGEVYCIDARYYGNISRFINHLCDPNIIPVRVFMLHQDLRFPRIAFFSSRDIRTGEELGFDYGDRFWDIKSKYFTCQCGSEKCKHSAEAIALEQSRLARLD
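Signal arises when biotinylated H3K9 peptide, once monomethylated, bridges streptavidin donor and antibody-captured acceptor beads. Enzyme at 20 nM was preincubated 15 min with test compounds; peptide 500 nM and SAM 20 uM then reacted for 2 h.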
GLS inh – inhibitors of human glutaminase (GLS). Potency, µM (titrated, usually from 45.5 µM), without a hit: at the top dose activity change, negative = inhibition, most hits filed as inhibitors. O94925. actives 0.21% (n = 410,000). GLS enzymatic activity, qHTS titration; further: potency means the concentration at half of the fitted maximal effect; on the % scale 0 is the no-effect control and ±100 the full control effect
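Two-point fluorescence kinetic (t0, 30 min RT) for hKGA; glutamate detected via glutamate oxidase–HRP–Amplex Red. Substrate: 1 mM L-glutamine solution; buffer 45 mM KH2PO4, pH 8.2.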
BAZ2B block – inhibitors of human BAZ2B bromodomain; actives 4.4% (n = 360,000); AID 504333; Q9UIF8; AlphaScreen BAZ2B-H3K14Ac peptide displacement; Potency, µM (top dose mostly 114 µM), for inactives: at the top dose activity change, negative = inhibition, actives largely listed as inhibitors; further: potency means the concentration at half of the fitted maximal effect; on the % scale 0 is the no-effect control and ±100 the full control effect; nearly all actives have a fitted effect of over 60% in size
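BAZ2B (50 nM) with biotin-H3(5-23)K14Ac peptide (50 nM) in PBS pH 7.4, 0.01% Tween-20, preformed 30 min, then compound 30 min at room temperature; top concentration 110uM. AlphaScreen streptavidin donor/nickel chelate acceptor beads (10 ug/mL final), 20 min dark, signal read.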
An asterisk follows results filed as active; i = inactive; u = inconclusive; x = not tested or not shown; & = joins results of further samples; [ ] = dose if it differs, or a comment. Unless noted, the call rests on the fitted dose curve; in most records, active means well fitted curve in the direction sought with a large enough effect; inconclusive means small, poorly fitted or top-dose-only effect, or another doubt; inactive means no such curve, though single readings can be large; an effect the other way counts as inactive or inconclusive. Only part of the results is shown; the hit share may differ from the screen's.

item	smiles	HP1b binding inh	JMJD2A Tudor	ALOX12 inh	ERG Ets-DNA blk	RGS4 inh	PI4K2A inh	G9a inh	GLS inh	BAZ2B block
1	CC(C)C[C@@H](CSc1ccccc1)N1CCN(CCc2ccccc2)CCC1=O	60%[activator]	-2%	-8%	-6%	-7%	-2	43%	1%	1%
2	O=C(Cc1cc(=O)oc2cc(O)ccc12)NCC1CCC(C(=O)O)CC1 (stereo unspecified)	77%[activator]	u	6%	2%	24%	-4	15%	-11%	-1%
3	O=C(CNc1cc(S(=O)(=O)N2CCOCC2)ccc1NCC1CCCO1)Nc1ccc(C(F)(F)F)cc1 (stereo unspecified)	-23%	u	-5%	-5%	6%	-1	1%[12.7 µM]	5%	1%
4	CNCc1cc(Cl)cc(OC)c1OC(C)C	19%	-6%	-10%	6%	12%	-9	-47%	2%	-18%
5	COc1ccc(NC(=O)Cn2ccc(C(F)(F)F)n2)cc1S(=O)(=O)N1CCOCC1	23%	-8%	9%	10%	14%	5	x	-13%	x
6	CC1CCCN(C(=O)CSc2nnc(-c3ccncc3)n2C)C1 (stereo unspecified)	47%[activator]	-11%	0%	1%	-11%	8	-1%	2%	2%
7	NS(=O)(=O)c1ccc(CNC(=O)/C=C/c2cccc(Cl)c2)cc1	14%	-14%	-20%	1%	-15%	0	-9%[59 µM]	3%	-4%
8	CCOC(=O)c1cccc(NC(=O)CCS(=O)(=O)c2ccc(Br)s2)c1	20%&51%	-13%&-13%	4%&0%	1%&3%	13%&27%	3&1	2%[59 µM]	-9%&8%	-2%&-4%
9	Oc1c(Cl)cc(Cl)cc1CNc1nccs1	16%	-13%	-1%	-14%	-40%	-6	79µM*	7%	0%
10	CCc1nc2ccccc2c(C(=O)OCc2nc3ccccc3c(=O)[nH]2)c1C	11%	-9%	-1%	-2%	0%	11	x	-6%	x
11	COc1ccccc1NC(=O)CSc1nc2nccnc2c(=O)n1Cc1cccs1	11%[57 µM]	-17%	-8%	0%	-11%	-8	x	1%	u
12	CSCCCNC(=S)N(C)CC(=O)Nc1ccc(C)cc1	25%	-14%	14%	-12%	0%	0	8%	10%	8%
13	COC(=O)c1ccc(OC)c(CSc2nnc(COc3ccccc3)o2)c1	102%	13%	-5%	-1%	-34%	1	32%[12.7 µM]	0%	26%
14	Cc1ccccc1-c1nc(CS(=O)(=O)CC(=O)NC2CC2)c(C)o1	18%	-10%	23%	3%	7%	-4	x	8%	-8%
15	COCCCn1c(SCC(=O)NNC(=O)c2cccc(O)c2)nnc1-c1ccncc1	18%	-10%	-7%	-4%	17%	-21	-1%	0%	-4%

G9a inh, hit marks shown above
item	smiles	HP1b binding inh	JMJD2A Tudor	ALOX12 inh	ERG Ets-DNA blk	RGS4 inh	PI4K2A inh	G9a inh	GLS inh	BAZ2B block
9	Oc1c(Cl)cc(Cl)cc1CNc1nccs1	16%	-13%	-1%	-14%	-40%	-6	79µM*	7%	0%

Down the list, from the results shown.
Entries 6–11 in ALOX12 inh, in turn: 0%, -20%, 4%&0%, -1%, -1%, -8%
Entries 6–11 in HP1b binding inh, in turn: 47%[activator], 14%, 20%&51%, 16%, 11%, 11%[57 µM]

As a working copy, part of the list above:
item	smiles	HP1b binding inh	JMJD2A Tudor	ALOX12 inh	ERG Ets-DNA blk	RGS4 inh	PI4K2A inh	G9a inh	GLS inh	BAZ2B block
2	O=C(Cc1cc(=O)oc2cc(O)ccc12)NCC1CCC(C(=O)O)CC1 (stereo unspecified)	77%[activator]	u	6%	2%	24%	-4	15%	-11%	-1%
3	O=C(CNc1cc(S(=O)(=O)N2CCOCC2)ccc1NCC1CCCO1)Nc1ccc(C(F)(F)F)cc1 (stereo unspecified)	-23%	u	-5%	-5%	6%	-1	1%[12.7 µM]	5%	1%
4	CNCc1cc(Cl)cc(OC)c1OC(C)C	19%	-6%	-10%	6%	12%	-9	-47%	2%	-18%

New compounds follow.
item	smiles	HP1b binding inh	JMJD2A Tudor	ALOX12 inh	ERG Ets-DNA blk	RGS4 inh	PI4K2A inh	G9a inh	GLS inh	BAZ2B block
16	COC(=O)CSc1nnc(CNC(=O)c2ccccc2OC)n1C	27%	0%	-19%	2%	-18%	7	u	1%	-25%
17	O=C(CCCCCN1C(=O)c2ccccc2C1=O)NCc1ccccn1	12%	u	i	2%	0%	2	5%[0.0925 µM]	1%	u
18	CCOC(=O)c1c(-c2ccc(C)cc2)csc1NC(=O)c1cc(-c2ccc(Cl)cc2)on1	24%	-10%	-4%	3%	u	-2	6%[59 µM]	-12%	-3%
19	CCOC(=O)CCn1nc(C)c2c(C)n(-c3ccccc3)nc2c1=O	33%	2%	-1%	1%	18%	1	5%[59 µM]	3%	-3%
20	CC(C)CC(=O)Nc1ccc(C(=O)Cn2nc(C(=O)O)c3ccccc3c2=O)cc1	11%	-10%	0%	-1%	2%	-4	-38%[59 µM]	5%	-3%
21	CC(C)=CC(=O)OCC(=O)Nc1ccc(Cl)cc1	38%[activator]	-10%	7%	-6%	-5%	-2	18%[59 µM]	-1%	7%
22	COc1ccc(C(=O)NNS(=O)(=O)c2ccccc2)cc1	22%	-5%	-7%	-3%	-34%	-5	0%[59 µM]	48%[activator]	-1%
23	O=C(OCC(=O)N1CCN(c2ccccc2)CC1)c1cccc([N+](=O)[O-])c1	27%	-18%	5%	u	-25%	3	u	-1%	-4%
24	COc1ccccc1C(=O)NCCC(=O)N(C)Cc1ccc(C)o1	22%	-20%	9%	-2%	0%	5	73%[activator]	1%	0%
25	C1CCN(CCCNC2C3CC4CC(C3)CC2C4)C1 (stereo unspecified)	37%	3%	u	-2%	-17%	1	-8%[59 µM]	-10%	-3%
26	CC(=O)Oc1ccc(/C=C(\NC(=O)c2ccco2)C(=O)NCc2ccco2)cc1	5%	-6%	u	-3%	6%	3	-7%	0%	-13%
27	Cc1cc(=O)oc2c(CN3CC(C)OC(C)C3)c(O)c(Cl)cc12 (stereo unspecified)	u	79µM*	u	-22%	u	-12	u	11%	u
28	O=C1NC(=Nc2ccc(Cl)cc2)SC1Cc1cc(Cl)ccc1Cl (stereo unspecified)	14%	-27%	-23%	8%	28%	0	-17%[59 µM]	20%	-6%
29	Cc1noc(-c2ccc(NCc3ccccc3)c([N+](=O)[O-])c2)n1	29%	-8%	-21%	1%	9%	-1	-9%[59 µM]	4%	-2%
30	O=C(CSc1nnc(NC(=O)c2cccc(F)c2)s1)NCC1CCCO1 (stereo unspecified)	27%	-8%	415%[activator]	-1%	0%	3	x	3%	-5%

Next part:
item	smiles	HP1b binding inh	JMJD2A Tudor	ALOX12 inh	ERG Ets-DNA blk	RGS4 inh	PI4K2A inh	G9a inh	GLS inh	BAZ2B block
31	CC(=O)/C(=N/Nc1ccccc1)Sc1nnc(CCc2ccccc2)n1-c1ccccc1	-9%	u	-9%	-1%	u	-6	u	-17%	9%
32	c1ccc(-c2nc(-c3ccco3)n3ccccc23)cc1	26%	50%[activator]	u	5%	-38%	-10	u	0%	u
33	Cn1c(=O)c2sccc2n2c(CCCC(=O)NCc3ccco3)nnc12	29%	-10%	5%	u	-11%	-8	24%	0%	-9%
34	c1ccc2c3c([nH]c2c1)CCNC3	-3%	u	u	1%	-5%	-1	-18%	15%	-11%
35	COc1cc(C(=O)NCCOc2cccc(C)c2)c(Br)c(OC)c1OC	33%	-2%	0%	-3%	16%	4	x	1%	6%
36	COc1cc(CC(=O)NCc2cccs2)cc(OC)c1OC	30%	-4%	0%	-1%	-10%	5	-43%[59 µM]	-1%	9%
37	CC1CCCCN1C(=S)Nc1ccc2nc3n(c(=O)c2c1)CCCCC3 (stereo unspecified)	24%	-15%	0%	28%	-42%	2	u	2%	-38%
38	COc1ccc(O)c(C(=O)CC(=O)c2ccc(F)cc2)c1	u	u	0%	-4%	-35%	-10	79µM*	23%	u
39	CC(=O)c1ccc(N2CCN(C(=S)Nc3ccc(Oc4ccccc4)cc3)CC2)cc1	8%	-19%	u	-6%	10%	-4	16%	12%	x
40	COC(=O)[C@H](CCSC)NC(=O)Nc1ccc(OC)cc1	18%	1%	u	-3%	9%	-10	-1%	6%	-3%
41	O=C(NCCN1C(=O)S/C(=C\c2ccc(Cl)cc2)C1=O)c1ccc(F)c(S(=O)(=O)N2CCOCC2)c1	31%	-10%	u	-7%	-47%	3	u	-10%	2%
42	O=C(O)c1ccccc1NS(=O)(=O)c1ccccc1C(F)(F)F	29%	-24%	-10%	6%	-4%	2	u	19%	u
43	Cc1nnc(NC(=O)Cc2ccc(OCc3c(C)noc3C)cc2)s1	8%	-15%	0%	2%	32%	5	-3%[59 µM]	4%	x
44	O=C(O)c1ccccc1N/N=C/C1=C(N2CCOCC2)C(=C\c2ccccc2)/CC1	u	u	u	12%	-26%	2	x	u	50µM*
45	O=C(Nc1ccc(F)c([N+](=O)[O-])c1)C(=O)c1c(O)[nH]c2ccccc12	11%	-35%	0%	3%	u	-7	28µM*	50%[activator]	u
